M1 antag = human CHRM1 antagonism. P11229. CHO-K1 hM1, Fluo-8 calcium fluorescence, ACh EC80 antagonist. inhibition, % at 3 µM. 360,000 tested, 1.3% active. AID 588852;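 active = percent inhibition above its own plate's cutoff, namely the mean of that plate's compound wells plus 3 SD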;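 also: peak over basal fluorescence ratio during 140 s after agonist addition; 0% = ACh EC80 plus DMSO and 100% = DMSO alone without agonist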
Target sequence (P11229 whole entry, looked up): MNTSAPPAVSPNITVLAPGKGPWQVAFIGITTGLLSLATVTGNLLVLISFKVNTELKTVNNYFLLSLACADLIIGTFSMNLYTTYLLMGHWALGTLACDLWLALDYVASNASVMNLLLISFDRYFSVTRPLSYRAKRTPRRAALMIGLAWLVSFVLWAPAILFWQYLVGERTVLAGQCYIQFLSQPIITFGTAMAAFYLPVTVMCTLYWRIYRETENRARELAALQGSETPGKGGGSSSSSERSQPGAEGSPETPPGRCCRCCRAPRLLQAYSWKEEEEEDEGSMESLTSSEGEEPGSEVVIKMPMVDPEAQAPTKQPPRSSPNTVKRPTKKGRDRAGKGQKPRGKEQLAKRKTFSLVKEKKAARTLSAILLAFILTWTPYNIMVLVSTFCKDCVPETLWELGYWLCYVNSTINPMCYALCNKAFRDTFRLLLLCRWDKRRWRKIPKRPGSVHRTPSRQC
CHRM5 agonist = agonists of human muscarinic M5 receptor (CHRM5); CHO-K1 hM5 cells, Fluo-8 calcium fluorescence; 0% DMSO wells, 100% maximal acetylcholine response; 360,000 tested, 0.19% active; activation, % at 3 µM;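 active = activation above the run's mean over test compounds plus 3 SD, cut at about 23% in these data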;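 also: signal is peak over basal fluorescence ratio across the kinetic read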
CHRM1 PAM = positive allosteric modulators of human M1 muscarinic receptor; activation, % at 3 µM; 360,000 tested, 0.088% active; CHO-K1 hM1, Fluo-8 calcium fluorescence, ACh EC20; 0% = ACh EC20, 100% = maximal ACh; AID 588819; in the data active = activation above about 19%, passing the limit was not always enough
CHRM4 agonist = agonists of human muscarinic M4 receptor (CHRM4). P08173. CHO-K1 hM4/Gqi5, Fluo-8 calcium fluorescence; vehicle 0%, full acetylcholine response 100%. activation, % at 3 µM. 360,000 tested, 0.14% active. AID 624127;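 active = activation above the run mean over all test wells plus 3 SD, cut at about 32% in these data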;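 also: peak over basal fluorescence ratio per well then scaled between controls; 0% = DMSO wells and 100% = acetylcholine at EC100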
Target sequence (P08173 whole entry, looked up): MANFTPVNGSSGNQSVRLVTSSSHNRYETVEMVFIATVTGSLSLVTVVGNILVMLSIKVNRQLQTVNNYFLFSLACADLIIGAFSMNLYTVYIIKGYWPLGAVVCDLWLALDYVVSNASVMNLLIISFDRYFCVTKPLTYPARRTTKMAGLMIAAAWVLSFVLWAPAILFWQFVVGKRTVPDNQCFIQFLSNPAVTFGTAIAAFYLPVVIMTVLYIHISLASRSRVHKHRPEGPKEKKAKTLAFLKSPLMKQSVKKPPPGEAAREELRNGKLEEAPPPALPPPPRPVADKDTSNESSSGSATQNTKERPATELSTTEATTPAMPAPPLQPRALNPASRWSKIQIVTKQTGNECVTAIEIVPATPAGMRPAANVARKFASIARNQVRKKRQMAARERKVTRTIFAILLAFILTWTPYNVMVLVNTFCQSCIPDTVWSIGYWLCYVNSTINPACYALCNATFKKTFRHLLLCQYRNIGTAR
M5 antag = CHRM5 antagonism in calcium assay. P08912. CHO-hM5 cells, Fluo-8 calcium fluorescence, ACh EC80. inhibition, % at 3 µM. 360,000 tested, 0.59% active;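 active = inhibition above a per-plate cutoff, the mean of that plate's test compounds plus 3 SD, cut at about 27% in these data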;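 also: 0% = acetylcholine EC80 with DMSO and 100% = DMSO without agonist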
M5 PAM = CHRM5 positive allosteric modulation; 360,000 tested, 0.3% active; activation, % at 3 µM; CHO-K1 hM5, Fluo-8 calcium, ACh EC20 PAM; 0% = ACh EC20, 100% = ACh EC100;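 active = activation above the run cutoff, the mean activation of all test compounds plus 3 SD, cut at about 18% in these data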
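Probe or stimulus: acetylcholine, EC20 level; Assay system: human M5 receptor in CHO-K1 cells; Schedule: compound preincubation 140 s before EC20 acetylcholine addition; Technique: intracellular calcium via Fluo-8 fluorescence; Dosing: single-point, 3 µM nominal; Read-out basis: percent activation from peak-over-basal fluorescence ratio, scaled EC20-to-EC100 acetylcholine; Repeats: one well per compound, no replicates.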
M4 antag = antagonists of human muscarinic M4 receptor (CHRM4). CHO-hM4 cells, ACh EC80, Fluo-8 calcium fluorescence. inhibition, % at 3 µM. 360,000 tested, 0.73% active. AID 624125;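 active = inhibition above its plate's cutoff, the mean inhibition of sample wells plus 3 SD, cut at about 27% in these data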;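 also: 0% = acetylcholine EC80 with DMSO and 100% = DMSO without agonist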
M4 PAM = positive allosteric modulators of human muscarinic M4 receptor. P08173. CHO-K1 hM4/Gqi5, Fluo-8 calcium fluorescence, ACh EC20; 0% = ACh EC20, 100% = maximal ACh. activation, % at 3 µM. 360,000 tested, 0.4% active. AID 624126;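 active = activation above its plate's cutoff, the mean activation of sample wells plus 3 SD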; also: some results filed as inactive read as strong as hits
CRFR2-BP ag = agonists of human CRF-binding protein/CRF-R2 receptor complex | HEK293 CRF-R2/CRF-BP, calcium dye fluorescence (FLIPR); percent of saturating CRF peptide response | activation, % at 13.2 µM | 350,000 tested, 0.46% active | AID 588473;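 active = activation of at least 50%, plus an integration ratio under a set limit after plate pattern correction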;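 also: plate controls were neutral control wells without compound for no effect and CRF at EC100 for full effect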
Active calls of the source: *; x = not tested or not shown.

SMILES	M1 antag	CHRM5 agonist	CHRM1 PAM	CHRM4 agonist	M5 antag	M5 PAM	M4 antag	M4 PAM	CRFR2-BP ag
CC(C)CNC(=O)NC(=O)COc1ncnc2sccc12	-3	2	0	1	6	-4	12	28*	-0.7
Cc1cc(NS(=O)(=O)c2ccc(NC(=O)/C=C/c3ccc(Br)cc3)cc2)no1	0	-3	0	-1	23	-7	4	3	-0.6
CCc1noc(C)c1C(=O)N(C)CC(=O)Nc1ccc(Br)cc1C	-7	-1	16	1	-13	-2	-11	5	-1.5
Cc1c(OC(C)C(=O)NC2CC(C)(C)NC(C)(C)C2)ccc2c3c(c(=O)oc12)CCC3 (stereo not drawn)	2	-2	0	1	-3	2	2	0	0.5
COC(=O)c1c(NC(=O)CN2CCOCC2)sc2c1CCC(C)C2 (stereo not drawn)	-42	-1	10	1	-1	-2	-7	9	0.1
O=C(CSC1=NCCS1)Nc1nc2c(s1)CCCC2	1	-1	-6	1	-3	7	15	8	-0.8
Cc1ccc(OCCC(=O)OCC(=O)NC(=O)c2ccccc2)cc1	-1	-4	0	1	0	2	-7	3	6.4
COc1ccc2sc(/C=C/c3ccccc3O)[n+](C)c2c1	10	2	-6	3	-1	2	-2	4	45
C#CCOCCOCCOCCNc1nc(N2CCN(C(=O)[C@H]([C@@H](C)O)n3cc(CCCCN)nn3)CC2)nc(N2CCN(C(=O)[C@H]([C@@H](C)CC)n3cc(CCCN=C(N)N)nn3)CC2)n1	-1	-7	4	1	4	12	-13	5	0.7
COc1cccc(C(=O)N(Cc2ccccc2)Cc2cc3cc4c(cc3[nH]c2=O)OCCO4)c1	2	3	-9	4	0	-4	4	-1	1.1
Cc1cc(C(=O)Nc2ccc(C)c(C)c2)n(-c2ccccc2)n1	4	-6	2	0	10	-2	5	0	-1.8
O=C(CSc1nnc(-c2ccoc2)o1)N1CCOCC1	1	1	1	1	0	-1	-3	1	-3.0
CCC(C)NCCCOc1cc(Cl)ccc1Cl (stereo not drawn)	33*	-16	-14	1	8	-1	12	-8	-3.8
CC(C)(C)c1ccc(CC(=O)N2CCC2(C)C(=O)NS(=O)(=O)c2cccs2)cc1 (stereo not drawn)	-22	1	14	1	1	-1	-11	10	x
Cc1ccc(S(=O)(=O)N(CC(=O)O)Cc2ccccc2F)cc1	-9	1	12	1	-3	1	2	1	0.6
O/N=C/c1ccc(-c2ccccc2OC(F)(F)F)o1	-7	-4	9	-2	7	2	-3	6	-0.6
CC(=O)Nc1ccc(S(=O)(=O)c2ccc(C)cc2)cc1	-5	-2	5	1	3	-8	2	-2	-1.4
CC1(C(=O)NCc2ccccn2)CCN1C(=O)Cc1ccc(Cl)cc1Cl (stereo not drawn)	0	-1	3	1	2	1	-4	0	x
CCCS(=O)(=O)NC(=O)C1(C)CCCN(C(=O)c2cc3ccccc3s2)C1 (stereo not drawn)	4	0	-4	0	5	-7	-7	4	x
CS(=O)(=O)Nc1nnc(CCc2ccccc2)s1	-15	-4	7	0	4	2	10	2	-1.1

5 compounds picked at random from those above, as already listed:
SMILES	M1 antag	CHRM5 agonist	CHRM1 PAM	CHRM4 agonist	M5 antag	M5 PAM	M4 antag	M4 PAM	CRFR2-BP ag
CC(C)(C)c1ccc(CC(=O)N2CCC2(C)C(=O)NS(=O)(=O)c2cccs2)cc1 (stereo not drawn)	-22	1	14	1	1	-1	-11	10	x
O/N=C/c1ccc(-c2ccccc2OC(F)(F)F)o1	-7	-4	9	-2	7	2	-3	6	-0.6
Cc1cc(C(=O)Nc2ccc(C)c(C)c2)n(-c2ccccc2)n1	4	-6	2	0	10	-2	5	0	-1.8
CCC(C)NCCCOc1cc(Cl)ccc1Cl (stereo not drawn)	33*	-16	-14	1	8	-1	12	-8	-3.8
CS(=O)(=O)Nc1nnc(CCc2ccccc2)s1	-15	-4	7	0	4	2	10	2	-1.1

Next entries follow.
SMILES	M1 antag	CHRM5 agonist	CHRM1 PAM	CHRM4 agonist	M5 antag	M5 PAM	M4 antag	M4 PAM	CRFR2-BP ag
COc1ccc(CN2C(=O)c3ccccc3C2=O)cc1C(=O)N(C)CC(=O)Nc1c(C)cccc1C	-3	4	0	3	4	3	-3	8	0.1
COC(=O)c1nc(NC(=S)NC(=O)c2cccs2)sc1C	-9	-2	5	1	0	3	-5	1	33
Fc1ccc(Cn2nnc(-c3ccc(CN4CCOCC4)cc3)n2)cc1	-6	0	5	4	-3	-2	2	1	-0.8
CN(C)/C=C/C(=O)c1ccc(Cl)s1	-13	2	8	1	3	0	-3	6	-0.4
Cn1cccc1Cc1nnc(SCC(=O)N2CCOCC2)n1-c1ccc(F)cc1	2	3	-4	1	6	-3	-6	1	1.9
O=C/C(=C\Nc1ccc(Cl)cn1)c1nc2cc(Cl)ccc2o1	-11	-3	1	0	-2	3	4	3	7.1
CCCc1nnc(SCC(=O)N2CCCCC2C)n1CCOC (stereo not drawn)	-8	0	7	2	1	6	-14	12	1.5
COc1ccccc1-c1sc2ccccc2c1C#Cc1ccc(N(C)C)cc1	0	9	10	2	3	8	-7	19	0.4
Nc1nc2nc(-c3ccc(OCc4ccccc4)cc3)cc(C(F)(F)F)n2n1	6	1	5	0	-7	0	5	8	-1.4
CCOc1cccc(C(=O)Nc2ccc(NC(=O)c3ccccc3)c(C)c2)c1	3	3	2	4	-5	-2	4	-1	0.1
CCOc1ccc(S(=O)(=O)Nc2cc(OC)c(OC)cc2C(=O)O)cc1	19	0	-5	0	4	-8	5	-2	-1.1
CCOC(=O)c1sc2nc(N3CCOCC3)c3c(c2c1N)CCN(Cc1ccccc1)C3	-19	2	5	2	-7	10	-12	1	4.4
COc1ccc([C@H]2/C=C\CN(S(C)(=O)=O)[C@@H](C)C(=O)N2Cc2ccc(F)cc2)cc1	1	2	0	1	12	9	7	-6	-0.2
CCC(=O)Nc1ccc2c(c1)ncn2-c1ccc(OC)cc1	-11	-11	7	0	5	-5	0	3	-1.6
COc1ccc(-c2[nH]ncc2/C=N\NC(=O)c2cccs2)cc1OC	-10	-3	3	4	10	1	-10	-2	-1.0
CCOc1ccc(S(=O)(=O)NCCC(=O)Nc2nnc(C)s2)cc1	-6	-2	15	1	0	3	-5	-3	2.1
CSc1nc(S(=O)(=O)c2ccccc2)c(Cl)s1	-8	-7	1	0	2	1	-5	0	-3.0
CC1(C)CC(=O)CC(C)(C)N1OC(=O)c1ccco1	7	-6	-3	0	-8	7	-5	1	0.2
COCCOC(=O)/C(=C\c1cc(C(C)(C)C)c(O)c(C(C)(C)C)c1)C(C)=O	6	-4	-5	1	15	16	6	-9	0.8
COc1ccc2c3c(cccc13)OC2=O	-6	-3	4	0	-5	-1	-6	-1	-0.6
Cc1noc(C)c1S(=O)(=O)NC(=O)C1(C)CCN1C(=O)C1(c2ccc(Cl)cc2)CC1 (stereo not drawn)	4	1	-2	0	-3	0	-4	5	x
Cn1nc([N+](=O)[O-])nc1Sc1ccc(C(C)(C)C)cc1	-3	-9	-15	0	4	-1	-5	-9	-1.4
COc1ccc(C(NC(=O)C(C)C)c2ccc3cccnc3c2O)cc1 (stereo not drawn)	-30	-2	3	0	13	-3	1	-7	-3.0
CCOc1ccc(C(=O)N/N=C/c2cc([N+](=O)[O-])cs2)cc1	6	2	7	0	16	-3	3	-1	1.9
CN(C)Cc1cc(CN(C)C)c(O)c(CCc2ccccc2)n1	-8	-3	14	0	0	3	3	-3	-0.4
C/C(=N\NC(=O)CCCCCNC(=O)c1ccccc1)c1ccccc1O	0	-5	-1	-1	-2	1	-4	-1	-6.4
O=C(Nc1nnc(C2CC2)s1)c1ccccn1	-1	-3	-3	1	8	-6	1	28*	-0.3
O=C(NCc1cccc(Cl)c1)c1ccc(-c2csnn2)cc1	-5	-3	-1	1	-12	3	-6	-1	0.5
O=S1CCCSC1c1cccnc1 (stereo not drawn)	8	1	-5	0	10	-5	9	-4	-2.4
O=C(c1ccncc1)N1CCN(S(=O)(=O)c2ccccc2F)CC1	-22	3	12	1	6	6	-3	5	0.6
O=C(CNc1ccccc1)Nc1cccc2ccccc12	-15	-5	16	2	3	-6	1	-3	0.2
COc1cc2c(cc1/C=C/C(=O)O)OC(C)C2 (stereo not drawn)	12	1	0	0	5	4	5	3	1.1
COC(=O)/C(C#N)=C/c1c(Oc2cc(C)cc(C)c2)nc2c(C)cccn2c1=O	-5	0	4	1	-5	-2	9	0	-1.0
CCOc1ccc(-c2cccc(NC(=O)c3ccco3)c2)nn1	-26	-1	14	7	4	-1	-11	11	0.6
Clc1ccc(-n2nnnc2-c2ccccc2)cc1Cl	-10	-8	0	-1	2	-5	-3	-9	-0.3
CCc1ccccc1NC(=O)c1ccc2c(c1)CCN2S(C)(=O)=O	4	4	-1	1	-1	-1	8	-9	0.0
Cc1cccc(N2C(=O)CS/C2=N\NC(=O)c2cccnc2)c1C	14	-2	-8	0	13	-8	6	-3	-2.3
Cc1ccc(C(=O)NCCN(C)C)cc1C	-13	-7	10	1	-8	-4	1	6	-0.1
COc1ccc(OC)c(NC(=O)CSc2nc(N3CCOCC3)nc(N3CCOCC3)n2)c1	-8	-3	7	0	12	0	2	-1	0.9
O=[N+]([O-])c1cccc(S(=O)(=O)/N=C(/Nc2ccccc2)c2ccccc2)c1	-17	-3	3	3	12	-6	-4	-1	-3.0
CN(Cc1ccccc1)C(=O)CN1C(=O)NC(C)(c2ccc(Cl)cc2)C1=O (stereo not drawn)	-14	2	8	4	15	-4	0	-2	0.6
CCOC(=O)C1=CCN(S(=O)(=O)c2cccc(Cl)c2)C1c1ccc(F)cc1 (stereo not drawn)	-3	-6	-8	-2	-2	-5	-13	-5	x
Cc1cnc(NC(=O)c2cc3c(C)nn(-c4ccccc4)c3s2)s1	-2	2	6	0	1	0	6	6	3.8
COc1ccc2c(c1)CCC/C2=N\OC(=O)c1ccccc1F	7	-6	-1	12	16	-10	-5	-3	3.4
N#Cc1c(NC(=O)CSCC(=O)O)sc2c1CCCC2	-1	2	-1	2	2	-2	-5	2	-1.5
Cc1cc(C)cc(N2C(=O)C3CC=CCC3C2=O)c1 (stereo not drawn)	-16	1	15	0	-1	5	4	11	0.1
O=C(CSc1nnc(-c2ccco2)o1)NCC(=O)c1ccccc1	-3	2	-1	2	-2	0	0	0	0.1
Cc1cc(Cl)cc(Br)c1OCCCNCC(C)O (stereo not drawn)	-5	0	6	2	5	9	-10	-1	-0.2
OC[C@H]1O[C@H](c2nc(-c3nc(-c4cccc(-n5cccc5)c4)no3)cs2)C[C@@H]1O	3	4	-7	14	5	-2	-9	-4	x
O=C(NCc1ccco1)C1CCCN1C(=O)Nc1cccc(Cl)c1 (stereo not drawn)	-15	-3	10	1	2	6	-4	3	-1.5
Cc1ccc(NC(=O)CN(C)C(=O)COC(=O)c2ccc(NC(=O)CC#N)cc2)cc1	-5	5	-1	1	0	5	-6	8	-3.1
CN1C(=O)/C(=C/c2cccc(Cl)c2)Sc2ccc(C(=O)NCc3cccnc3)cc21	7	-3	-4	6	11	-13	16	-37	1.6
O=C1[C@H]2[C@@H](c3ccc(F)cc3)N3C(=O)N(c4ccc(C(F)(F)F)cc4)C(=O)[C@@]3(Cc3ccccc3)[C@H]2C(=O)N1C1CCCCC1	-8	4	13	2	2	4	-7	7	3.3

From PubChem BioAssay
